TrxR1 inh – rat TrxR1 inhibition; O89049; recombinant rTrxR1, NADPH fluorescence consumption, selenite substrate; Potency, µM (doses to about 114 µM), for the others: at the highest dose activity change, negative = inhibition, actives largely listed as inhibitors; 390,000 tested, 1% active; further: on the % scale 0 is the no-effect control and ±100 the full control effect; nearly all actives have a fitted effect of over 65% in size
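Rat TrxR1 (90 nM in the dispensed reagent) was pre-reduced with 400 uM NADPH for 5 min at room temperature, then incubated with compound for 15 min. After 400 uM selenite was added, NADPH fluorescence (Ex 340/Em 450 nm) was followed for 8 min.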
GLS inhibitor – inhibitors of human glutaminase (GLS); O94925; Potency, µM (doses to about 45.5 µM), without a hit: at the top dose activity change, negative = inhibition, hits mostly inhibitors; GLS enzymatic activity, qHTS titration; 410,000 tested, 0.21% active; further: on the % scale 0 is the no-effect control and ±100 the full control effect
Target sequence (O94925 whole entry, looked up): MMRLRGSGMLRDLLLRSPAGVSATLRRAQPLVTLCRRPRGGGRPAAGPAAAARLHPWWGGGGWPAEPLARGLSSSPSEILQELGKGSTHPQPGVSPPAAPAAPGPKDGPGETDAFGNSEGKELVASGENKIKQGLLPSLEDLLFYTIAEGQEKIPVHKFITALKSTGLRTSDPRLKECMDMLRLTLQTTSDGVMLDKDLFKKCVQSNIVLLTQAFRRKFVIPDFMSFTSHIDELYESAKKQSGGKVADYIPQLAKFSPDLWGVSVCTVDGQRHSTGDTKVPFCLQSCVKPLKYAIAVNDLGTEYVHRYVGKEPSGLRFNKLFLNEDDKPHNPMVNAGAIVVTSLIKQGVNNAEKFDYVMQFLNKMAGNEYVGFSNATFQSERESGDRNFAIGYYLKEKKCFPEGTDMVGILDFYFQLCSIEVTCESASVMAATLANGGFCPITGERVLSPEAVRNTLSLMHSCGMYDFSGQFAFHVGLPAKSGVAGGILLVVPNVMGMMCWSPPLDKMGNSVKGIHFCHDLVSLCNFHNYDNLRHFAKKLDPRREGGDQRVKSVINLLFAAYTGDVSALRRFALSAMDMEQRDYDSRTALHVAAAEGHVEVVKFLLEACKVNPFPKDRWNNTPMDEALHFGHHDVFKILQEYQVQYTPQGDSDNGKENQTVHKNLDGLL
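hKGA in 45 mM KH2PO4 (pH 8.2), 0.02% Tween-20 with compound, then 1mM L-Glutamine (stock as added) plus glutamate oxidase/HRP/Amplex red coupling mix. Fluorescence read initially and after 30 min at RT; signal change reflects glutamate formation.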
ERG-DNA inh – blocks human ERG Ets domain binding to DNA; P11308; fluorescence polarization, His-ERG Ets domain / labelled DNA; Potency, µM (doses to about 76.9 µM), inactives show top-dose FP activity, negative = inhibition, most hits filed as inhibitors; 370,000 tested, 0.028% active; active means well fitted inhibition curve with a large enough effect in the polarisation, with a control signal flat; inconclusive means small, poorly fitted or top-dose-only effect, or effect the other way, or a change in a side signal; inactive means no such curve, though single readings can be large or run the other way; the % refers to the polarisation;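 further: polarization taken with two DNA probes labelled with fluorescein and Texas red; % of control where 0% means no effect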
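His-tagged ERG Ets domain (1 uM in the protein solution; 300mM KCl, 50mM Tris-HCl, 1mM EDTA, 1mM DTT, pH 7.5) received compound, then a probe mix of 5 nM fluorescein-DNA and 100nM Texas-615-DNA. Fluorescence polarization was read for both dyes.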
12-LOX inh – blocks human arachidonate 12S-lipoxygenase; P18054; purified 12hLO, xylenol orange hydroperoxide absorbance; Potency, µM (titrated, usually from 108 µM), inactives show at the top dose activity change, negative = inhibition, hits mostly inhibitors; 580,000 tested, 1.1% active; further: on the % scale 0 is the no-effect control and ±100 the full control effect
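Hydroperoxide product was detected by ferrous iron/xylenol orange as the 573 to 405 nm absorbance ratio. Arachidonic acid at 40 uM (final) was turned over for 30 min at room temperature by 150 nM human 12hLO, pH 7.0 Hepes buffer, after 15 min compound preincubation.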
HP1b chromo inh – HP1-beta chromodomain-methylated histone interaction inhibition; P83916; AlphaScreen HP1-beta / biotin-H3K9me3 peptide binding; Potency, µM (titrated, usually from 114 µM), for inactives: top-dose activity change, negative = inhibition, hits mostly inhibitors; 390,000 tested, 0.56% active; further: nearly all actives have a fitted effect of over 70% in size; inactives centre near 23
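Compound inhibition of the preformed complex between 50 nM HP1-beta and 50 nM biotinylated H3K9me3 peptide was read by AlphaScreen. Buffer was PBS pH 7.4 with 0.01% Tween-20. Incubations ran 30 min at room temperature, with 10 ug/mL donor/acceptor beads.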
JMJD2A Tudor inh – inhibitors of human JMJD2A Tudor domain; AlphaScreen JMJD2A-Tudor / H3K4me3 peptide binding; Potency, µM (highest dose often 114 µM), inactives show at the top dose activity change, negative = inhibition, actives largely listed as inhibitors; 390,000 tested, 4.4% active; AID 504339; further: on the % scale 0 is the no-effect control and ±100 the full control effect; nearly all actives have a fitted effect of over 50% in size
RGS4 inh – human RGS4 inhibition; Potency, µM (series often up to 114 µM), for inactives: at the top dose activity change, negative = inhibition, most hits filed as inhibitors; 390,000 tested, 0.039% active; AID 504845; Transcreener GDP fluorescence polarization, RGS4-accelerated GTP hydrolysis; further: on the % scale 0 is the no-effect control and ±100 the full control effect; nearly all actives have a fitted effect of over 75% in size; some results filed as inactive show a strong effect at the top dose
Target sequence (P49798 whole entry, looked up): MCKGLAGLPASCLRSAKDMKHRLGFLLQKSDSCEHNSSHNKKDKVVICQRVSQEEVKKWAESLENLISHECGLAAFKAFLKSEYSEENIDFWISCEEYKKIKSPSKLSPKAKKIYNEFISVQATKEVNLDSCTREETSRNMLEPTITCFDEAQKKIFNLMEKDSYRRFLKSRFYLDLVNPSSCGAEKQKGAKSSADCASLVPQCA
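MLSMR compounds (23 nl, pin-transferred) preincubated 10 min at room temperature with a 500nM (2x) first reagent, then RGS4 at 900nM (2x) plus Transcreener GDP mix added; fluorescence polarization (620/688 nm) read before and after 90 min at 30 °C.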
PGK inhibitor – blocks T. brucei phosphoglycerate kinase. PGK/GAPDH coupled, Kinase-Glo luminescence, 60 min. Potency, µM (highest dose often 57.5 µM), for the others: at the highest dose activity change, negative = inhibition, hits mostly inhibitors. 380,000 tested, 0.043% active; further: on the % scale 0 is the no-effect control and ±100 the full control effect; nearly all actives have a fitted effect of over 60% in size
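Luminescent ATP detection (Kinase-Glo Plus) follows a 60-minute room-temperature incubation, with wells lacking PGK as controls. Buffer: 100 mM TEA (pH 7.6), 5 mM MgCl2, 0.01% Tween-20. Coupling enzyme GAPDH (100 nM final) supplies unstable 1,3-BPG in-well.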
Pin1 inh – blocks the human prolyl isomerase Pin1 | Q13526 | Pin1 FP peptide displacement, HiFluor488, 10 min | Potency, µM (titrated, usually from 115 µM), inactives show top-dose activity, negative = inhibition, actives largely listed as inhibitors | 390,000 tested, 0.009% active; active means well fitted inhibition curve with a large enough effect in the polarisation, with a control signal flat, not every such curve was filed as active; inconclusive means small, poorly fitted or top-dose-only effect, or effect the other way, or a change in a side signal; inactive means no such curve, though single readings can be large or run the other way; the % refers to the polarisation; further: on the % scale 0 is the no-effect control and ±100 the full control effect
Target sequence (Q13526 whole entry, looked up): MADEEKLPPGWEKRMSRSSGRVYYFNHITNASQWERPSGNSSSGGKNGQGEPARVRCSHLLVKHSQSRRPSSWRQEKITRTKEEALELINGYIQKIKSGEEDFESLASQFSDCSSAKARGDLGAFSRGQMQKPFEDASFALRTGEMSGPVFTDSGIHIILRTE
Active calls of the source: *; i = inactive; ? = inconclusive; nt = no result given; [ ] = another dose, or the depositor's remark. Unless noted, the call rests on the fitted dose curve; in most records, active means well fitted curve in the direction sought with a large enough effect; inconclusive means small, poorly fitted or top-dose-only effect, or another doubt; inactive means no such curve, though single readings can be large; an effect the other way counts as inactive or inconclusive. Potency means the concentration at half of the fitted maximal effect. The list is partial; count on the stated rates, not on these rows.

SMILES	TrxR1 inh	GLS inhibitor	ERG-DNA inh	12-LOX inh	HP1b chromo inh	JMJD2A Tudor inh	RGS4 inh	PGK inhibitor	Pin1 inh
CCn1cc2nc(SCC(=O)Nc3ccc(OC)c(OC)c3)n(Cc3ccc(OC)cc3)c(=O)c2n1	-6%	7%	27%	-3%	-10%	-21%	-1%	-5%	-3%
COc1ccc(CC(=O)OCC(=O)Nc2ccc(Cl)c(S(=O)(=O)N(C)C)c2)cc1	15%	-5%	1%	-17%	43%[activator]	-15%	-11%	i	0%
NC(=O)CSc1nnc(COc2ccc3ccccc3c2)o1	20%	-1%	-14%	10%	23%	-13%	24%	9%	1%
CC1CN(C(=O)c2ccc(NS(=O)(=O)c3cccc(Cl)c3)cc2)CC(C)O1 (stereo unspecified)	-14%	8%	9%	6%	3%	-16%	23%	-4%	-3%
CCOC(=O)c1cnn(-c2cc(C)nc3c(-c4ccccc4)cnn23)c1N	-10%[57.1 µM]	5%	-1%	0%	29%	-17%	-3%	2%	-1%
CCCCN(CCCC)S(=O)(=O)c1ccc(C(=O)Nc2nnc(COC)o2)cc1	36%[57.1 µM]	13%	5%	nt	56%	-10%	-7%	0%	1%
CCOc1ccc2nc(NCCNC(=O)CC)c(C#N)cc2c1	14%	-3%	-1%	-8%	62%[activator]	14%	-28%	1%	?
COc1ccccc1-c1nnc(C2CCN(S(=O)(=O)c3ccc([N+](=O)[O-])cc3)CC2)o1	-16%	5%	-10%	16%	2%	-14%	-12%	-4%	0%
COc1ccc(NC(=O)CC2C(=O)N(c3ccc(OC)cc3)C(=O)N2C(C)C)cc1 (stereo unspecified)	3%[57.1 µM]	-1%	8%	-11%	31%	-18%	-9%	-3%	-1%
Cc1ccc(O)c(-c2cc(C(F)(F)C(F)F)[nH]n2)c1	-3%[57.1 µM]	14%	-2%	-43%	10%	-10%	1%	-9%	?
Cc1noc(C(=O)N2CCN(c3ccccc3)CC2)c1Cl	0%[57.1 µM]	5%	-3%	4%	40%[activator]	-7%	-4%	1%	7%
CCn1ccnc1CN(C)Cc1c(C(=O)N2C[C@@H](C)O[C@@H](C)C2)nc2ccc(Cl)cn12	-13%	-3%	-4%	7%	31%	?	-33%	-2%	-3%
CC1CN(c2ccccc2)C(=O)CS1 (stereo unspecified)	1%	-14%	-8%	-25%	20%	-26%	-24%	-8%	17%
O=Nc1nc2ncccn2c1-c1ccccc1	-20%[11.4 µM]	14%	-3%	-11%	-12%	?	?	?	-5%
O=C(CNC(=O)c1ccccc1F)OCC(=O)c1c[nH]c2ccccc12	-8%	7%	-6%	33%[activator]	11%	-22%	4%	i	5%
CCCc1nnc(NC(=O)Cn2c(=O)oc3ccccc32)s1	-14%	-14%	-4%	-16%	-25%	2%	?	7%	0%
COc1ccc2nc(N3CCN(C(=O)C4COc5ccccc5O4)CC3)sc2c1 (stereo unspecified)	5%	5%	6%	-3%	13%	-25%	9%	-10%	-7%
C[C@H](CO)N1C[C@H](C)[C@@H](CN(C)Cc2ccc(C(=O)O)cc2)Oc2ccc(NS(=O)(=O)c3cn(C)cn3)cc2C1=O	-6%	3%	8%	-10%	52%[activator]	0%	4%	i	-4%
COc1ccc(C(=O)NC2CCN(C(=O)Nc3ccccc3Cl)CC2)cc1	3%[57.1 µM]	0%	1%	1%	36%	-5%	13%	-6%	-1%
Cc1ccc(-c2nc(CS(=O)CC(=O)N3CCN(c4ccc(Cl)cc4)CC3)c(C)o2)cc1 (stereo unspecified)	-1%[57.1 µM]	16%	-2%	?	34%	-19%	-10%	-4%	6%
COc1cccc(/C=N/NC(=O)c2ccc(=O)n(C)c2)c1O	10%[57.1 µM]	-22%	-10%	3%	17%	56µM*	-5%	-11%	-6%
C1CCN(c2nc3nonc3nc2NCC2CCOCC2)CC1	4%	1%	-9%	-3%	37%	-7%	40%	-2%	2%
CC1CCN(C(=O)CSc2nnc(CNC(=O)c3ccco3)o2)CC1	8%	5%	4%	85%[activator][57.4 µM]	34%[activator]	-2%	1%	-3%	4%
COCCNC(=O)C1CCC(CNS(=O)(=O)c2c(C)cc(C)cc2C)CC1 (stereo unspecified)	11%	-2%	11%	0%	43%[activator]	-14%	6%	-1%	-1%
COc1cc(CCC(=O)OCC(=O)N2CC(=O)Nc3ccccc32)cc(OC)c1OC	-18%	-11%	5%	-11%	32%	-10%	-20%	-2%	-3%

Gathered by group: the compounds so far with fluorine
SMILES	TrxR1 inh	GLS inhibitor	ERG-DNA inh	12-LOX inh	HP1b chromo inh	JMJD2A Tudor inh	RGS4 inh	PGK inhibitor	Pin1 inh
Cc1ccc(O)c(-c2cc(C(F)(F)C(F)F)[nH]n2)c1	-3%[57.1 µM]	14%	-2%	-43%	10%	-10%	1%	-9%	?
O=C(CNC(=O)c1ccccc1F)OCC(=O)c1c[nH]c2ccccc12	-8%	7%	-6%	33%[activator]	11%	-22%	4%	i	5%

Other entries
SMILES	TrxR1 inh	GLS inhibitor	ERG-DNA inh	12-LOX inh	HP1b chromo inh	JMJD2A Tudor inh	RGS4 inh	PGK inhibitor	Pin1 inh
CN(C)C(CNC(=O)c1ccc(-c2ccccc2)cc1)c1ccccc1 (stereo unspecified)	8%	-25%	-3%	?	19%	-25%	-9%	i	-8%
COc1cc(C(=O)NNC(=O)COc2ccc(Br)cc2)ccc1OCC(=O)N1CCOCC1	32%	8%	2%	33%[activator]	23%	-3%	-12%	-4%	-23%
NC(=O)c1cc2ccccc2o/c1=N/NC(=O)c1ccccc1	12%	1%	1%	0%	37%	-17%	15%	-9%	3%
Cc1ccn2c(NC(=O)c3ccccc3)c(-c3cccs3)nc2c1	22%	6%	-4%	-13%	17%	-25%	40%	-4%	2%
c1ccc2c(c1)NC1(CCCC1)n1c-2nc2ccccc21	135%[activator]	-7%	nt	11%	24%	-16%	-29%	-9%	-3%
CC(C)CC(C)NNC(=O)c1cc2ccccc2[nH]1 (stereo unspecified)	3%	-5%	0%	-2%	30%	-10%	?	-1%	-13%
CC1=C(C(=O)Nc2ccccc2C)C(c2ccncc2)n2nc(SCc3ccccc3)nc2N1 (stereo unspecified)	12%	-2%	3%	0%	23%	-9%	-14%	-12%	-2%
COc1ccc(NC(=O)CS(=O)CC(=O)Nc2ccc(F)cc2F)cc1 (stereo unspecified)	19%	0%	14%	28%	32%	-2%	-5%	-7%	-3%
Cc1cc(C)n(/N=C/c2cc(Cl)cc(Cl)c2O)c(=O)c1	-31%	?	2%	-6%	25%	-22%	-16%	-11%	?
Clc1ccccc1-c1nnc(-c2ccc3c(c2)OCO3)o1	20%	-3%	36%[activator]	-15%	72%[activator]	5%	-36%	-5%	7%
CCCCCN(C(=O)NC(=O)Nc1cccc(C)c1C)S(C)(=O)=O	14%[57.1 µM]	6%	15%	-17%	6%	-14%	3%	8%	5%
Cc1ccc2[nH]cc(CCNC(=O)c3cccnc3)c2c1	15%	4%	-6%	5%	11%	-10%	1%	nt	-2%
N=c1c(C(=O)NC2CCCC2)cc2c(=O)n3ccccc3nc2n1C1CCCC1	33%[activator]	nt	-3%	-3%	17%	-6%	14%	-2%	13%
O=S(=O)(NCc1cccs1)c1ccc(Br)cc1	27%	-1%	8%	-17%	50%[activator]	12%	-5%	8%	4%
Cc1ccc(-n2nc(C)c3c(C(F)(F)F)cc(-c4cccnc4)nc32)cc1Cl	15%	0%	2%	-21%	45%[activator]	8%	-45%	2%	6%
Cc1ccc(NC(=O)N[C@H](C(=O)O)C(C)C)c(C)c1	28%	3%	83%[activator]	1%	13%	-2%	3%	-5%	-8%
CC(C)CC1NC(=O)N(Cc2cc(=O)n3ccsc3n2)C1=O (stereo unspecified)	22%[57.1 µM]	11%	5%	-1%	12%	-8%	-25%	i	1%
COc1ccc(NC(=O)CN2C(=O)C(C)Oc3ccccc32)c(OC)c1 (stereo unspecified)	18%	6%	-6%	-25%	11%	-13%	14%	-7%	1%
S=C(NCC1CCCO1)NC1CC1 (stereo unspecified)	-2%	9%	9%	-11%	25%	-11%	13%	-4%	0%
CCc1ccc(CN(C)Cc2nc(Cc3ccc(OC)c(OC)c3)no2)nc1	10%[57.1 µM]	21%	0%	5%	15%	-14%	24%	-4%	-8%
COC(=O)C1C2C=CC3(CN(c4cccc(Cl)c4)C(=O)C13)O2 (stereo unspecified)	19%[57.1 µM]	-1%	-12%	490%[activator]	56%[activator]	3%	-10%	-1%	-2%
COc1ccc2oc(C(=O)Nc3ccccc3N3CCOCC3)c(C)c2c1	6%[57.1 µM]	2%	-9%	0%	10%	-13%	2%	-9%	-2%
Cc1ccc(C(c2nnnn2C2CCCCC2)N(C)C2CCCCC2)cc1 (stereo unspecified)	9%[57.1 µM]	3%	-3%	7%	19%	9%	15%	-2%	-4%

Screens as filed in PubChem BioAssay.
